From PubChem BioAssay
V1R ag counter = V1a receptor agonism, counter-screen for OXTR agonists; P37288; activation, % at 3 µM; CHO-V1R cells, Fluo-8 calcium fluorescence, agonist mode; 0% DMSO, 100% 3 nM vasopressin; AID 2797; 0.25% of 320,000 active;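 active means activation above the mean activation of all tested compounds plus 3 SD, per screening run, cut at about 20% in these data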;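 further: signal is peak over basal fluorescence ratio across a 100 second FLIPR read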
M1 ag parental = nonselective activator or artifact in parental CHO-K1 cells; Fluo-8 calcium fluorescence; scaled to maximal ATP response, vehicle zero; activation, % at 3 µM; 0.48% of 360,000 active; in the data active means activation above about 15%;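 further: untransfected CHO-K1 host cells lacking M1 receptor as counterscreen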
CHO parental Ca = signal in parental CHO cells, OX1R antagonist counter-screen. parental CHO-K1, ATP-induced calcium, Fluo-8 fluorescence. inhibition, % at 5.6 µM. 0.63% of 330,000 active. AID 463079;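 active means inhibition above that plate's mean sample inhibition plus 3 SD, cut at about 26% in these data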;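 further: 0% = ATP-challenged DMSO wells and 100% = DMSO wells without ATP; some compounds past the cut are filed as inactive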
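Test system: parental CHO cells; detection: calcium-sensitive Fluo-8 fluorescence; evaluation: percent inhibition of calcium signal; also added: ATP as calcium-mobilizing challenge; repeats: one well per compound; control set: ATP-challenged DMSO wells low, unchallenged DMSO wells high; compound: single nominal dose of 5.6 µM per compound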
OXTR ag = agonists of human oxytocin receptor; 0.32% of 320,000 active; activation, % at 3 µM; CHO-OTR cells, Fluo-8 calcium fluorescence; normalized: DMSO 0%, oxytocin 100%; P30559;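 active means activation above the mean of all tested compounds plus 3 SD, cutoff set per screening run, cut at about 20% in these data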;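 further: peak over basal fluorescence ratio from a 100 s FLIPR kinetic read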
Target sequence (P30559 whole entry, looked up): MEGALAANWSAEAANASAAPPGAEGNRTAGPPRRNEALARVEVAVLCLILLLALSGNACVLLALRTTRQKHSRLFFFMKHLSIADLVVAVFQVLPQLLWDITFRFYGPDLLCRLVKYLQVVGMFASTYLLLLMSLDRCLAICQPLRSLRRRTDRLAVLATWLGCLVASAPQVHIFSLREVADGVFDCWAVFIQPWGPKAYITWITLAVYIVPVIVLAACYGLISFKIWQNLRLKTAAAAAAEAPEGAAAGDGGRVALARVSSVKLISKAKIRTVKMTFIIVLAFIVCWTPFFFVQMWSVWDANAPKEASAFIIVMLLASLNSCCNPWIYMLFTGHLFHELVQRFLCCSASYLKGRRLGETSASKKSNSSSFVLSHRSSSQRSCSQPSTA
GPR7 antag = blocks human GPR7 receptor signaling | AID 1861 | P48145 | GPR7-expressing cells, fluorescence antagonist assay | 1.1% of 290,000 active | inhibition, % at 4.4 µM; in the data active means inhibition above about 16%, passing the limit was not always enough;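 further: cells stimulated with the agonist NPW; 0% = agonist with vehicle and 100% = vehicle without agonist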
Target sequence (P48145 whole entry, looked up): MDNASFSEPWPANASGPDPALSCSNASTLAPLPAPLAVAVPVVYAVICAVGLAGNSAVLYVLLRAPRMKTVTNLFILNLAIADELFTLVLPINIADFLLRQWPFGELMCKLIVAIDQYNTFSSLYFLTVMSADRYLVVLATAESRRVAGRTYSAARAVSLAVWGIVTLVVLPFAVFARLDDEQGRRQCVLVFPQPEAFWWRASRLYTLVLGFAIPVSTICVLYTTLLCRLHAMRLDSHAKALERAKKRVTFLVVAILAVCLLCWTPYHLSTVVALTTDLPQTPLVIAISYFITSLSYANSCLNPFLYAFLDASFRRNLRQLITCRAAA
CHO-K1 Ca antag = nonselective inhibitor or artifact in parental CHO-K1 cells. ATP-induced calcium, Fluo-8 fluorescence. inhibition, % at 3 µM. 0.6% of 360,000 active. AID 602250;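 active means inhibition above a per-plate cutoff, the plate's mean sample inhibition plus 3 SD, cut at about 24% in these data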;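 further: 0% = DMSO plus EC80 ATP and 100% = DMSO alone without ATP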
M1 PAM parental = nonselective activator or artifact in parental CHO-K1 calcium assay; ATP EC20, Fluo-8 calcium fluorescence; 0% at ATP EC20, 100% at ATP max; activation, % at 3 µM; 0.02% of 360,000 active;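 active means activation above the run cutoff, the mean activation of all test compounds plus 3 SD, cut at about 40% in these data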;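 further: peak over basal fluorescence ratio in a 140 s read after ATP addition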
TAAR1 antagonist = antagonists of human TAAR1; Q96RJ0; CHO RD-HGA16 TAAR1, Fluo-8 calcium fluorescence, antagonist; inhibition, % at 3 µM; 1.5% of 360,000 active;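 active means inhibition above a per-plate cutoff, the mean inhibition of test compounds on that plate plus 3 SD, cut at about 49% in these data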;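 further: 0% = DMSO plus EC80 beta-PEA response and 100% = DMSO alone without agonist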
Target sequence (Q96RJ0 whole entry, looked up): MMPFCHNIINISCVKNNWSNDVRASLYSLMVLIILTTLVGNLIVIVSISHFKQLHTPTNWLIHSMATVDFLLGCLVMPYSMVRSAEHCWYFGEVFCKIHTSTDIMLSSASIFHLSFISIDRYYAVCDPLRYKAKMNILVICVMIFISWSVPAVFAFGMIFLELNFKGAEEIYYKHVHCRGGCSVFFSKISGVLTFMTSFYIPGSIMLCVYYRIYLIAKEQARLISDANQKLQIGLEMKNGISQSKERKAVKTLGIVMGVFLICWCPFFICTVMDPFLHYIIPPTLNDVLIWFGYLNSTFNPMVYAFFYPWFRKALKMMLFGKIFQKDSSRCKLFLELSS
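Test system: hTAAR1-expressing CHO RD-HGA16 cells, Gα16-coupled; Probe or stimulus: EC80 β-phenethylamine stimulus; Compound dosing: single nominal final test compound concentration of 3 µM; Timing: 140 s kinetic read after compound, 140 s after agonist; Signal: Fluo-8 calcium-sensitive fluorescence; Measure: % inhibition of agonist calcium response; Controls: DMSO and EC80 PEA controls.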
OXTR potentiate = potentiators of human oxytocin receptor; CHO-OTR cells, Fluo-8 calcium fluorescence, potentiator mode; 0% = oxytocin EC15, 100% = EC100; activation, % at 3 µM; 0.061% of 320,000 active;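 active means activation above that plate's cutoff, the mean activation of tested compounds plus 3 SD, cut at about 6.6% in these data, passing the limit was not always enough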;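 further: 100% uses oxytocin at 75 nM as the full agonist control; some results filed as inactive read as strong as hits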
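Assay system: CHO-OTR cells, human receptor / Also added: oxytocin at about EC15, sub-maximal agonist stimulus / Dosing: single dose, 3.0 µM nominal final compound concentration / Incubation: 6 min pre-incubation, 100 s read / Technique: Fluo-8 calcium dye fluorescence / Read-out: % activation vs EC15 and EC100 oxytocin / Benchmarks: EC15 oxytocin low, 75 nM oxytocin high / Replicates: singlicate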
* hit, by the source's call; . = not tested or not shown. Compounds were not picked by outcome; any-hit rate near 3.5%.

Fields: V1R ag counter | M1 ag parental | CHO parental Ca | OXTR ag | GPR7 antag | CHO-K1 Ca antag | M1 PAM parental | TAAR1 antagonist | OXTR potentiate
COc1ccc(-c2noc(-c3csc([C@@H]4O[C@H](CO)[C@H](O)[C@H](O)[C@H]4O)n3)n2)cc1OC
  . | 0.3 | . | . | . | 6 | 11 | 0 | .
CCOc1ccc(NC(=O)CN(C)C(=O)c2cc(S(=O)(=O)N(C)C)ccc2N2CCCC2)cc1OCC
  5.5 | 0.8 | -8 | -0.7 | . | -6 | 7 | -2 | -6
CCCCNCCOCCOc1ccc(Cl)cc1Br
  7.1 | 2.4 | -4 | 6.4 | 15 | -3 | 17 | 13 | -12
O=C(Nc1cccc(C(=O)Nc2cccc(Br)c2)c1)c1ccccc1
  9.9 | 7.6 | 6 | 8.6 | -5 | 25* | -20 | 62* | -20
Cc1ccc(C(=O)Nc2ccncc2)o1
  0.3 | 0.2 | 3 | -0.5 | -14 | 3 | 3 | -9 | -12
COc1cc(C(=O)N/C(=C\c2cn(C)c3ccccc23)C(=O)NCCCn2ccnc2)cc(OC)c1OC
  0.7 | 0.5 | 9 | 0.7 | 5 | -17 | 16 | -12 | -5
COc1ccccc1NC(=O)C1C2C=CC(C2)C1C(=O)NCc1cccnc1 (stereo unspecified)
  1.5 | -0.2 | -9 | 0.2 | -7 | 26* | -9 | 0 | -1
C/C(CC(=O)Nc1ccc(C)c(Cl)c1)=N\NC(=O)Cc1cnc(N)s1
  1.0 | 0.9 | -20 | 0.0 | -12 | -11 | 21 | -8 | -8
Cc1onc(-c2c(Cl)cccc2Cl)c1C(=O)N=C(N)N1CC(C)OC(C)C1 (stereo unspecified)
  0.7 | 1.6 | -27 | -0.5 | 3 | 0 | -5 | -23 | -5
CCc1nnc(NC(=O)C2CCCN(c3nc(C)cc(C)n3)C2)s1 (stereo unspecified)
  0.2 | 0.2 | -6 | -1.9 | -13 | -26 | 11 | -7 | -3
O=C1CN(S(=O)(=O)c2cc(Br)ccc2Br)CCN1
  -0.1 | 0.5 | -1 | 1.4 | . | -15 | 8 | 0 | -6
Cc1ccsc1C(=O)OCC(=O)N(C)c1c(N)n(Cc2ccccc2)c(=O)[nH]c1=O
  -0.6 | 1.5 | -11 | 0.4 | . | 6 | -4 | -28 | 3
CCOC(=O)c1cc(=O)n2nc(-c3ccccc3F)nc2s1
  0.1 | 0.1 | 8 | 0.2 | -4 | 2 | -7 | -9 | -13
Cc1ccsc1C1C(C#N)=C(N)Oc2n[nH]c(C)c21 (stereo unspecified)
  -0.2 | 0.2 | -10 | 0.1 | -6 | -14 | -11 | -34 | -12
Cc1ccc(C(=Cc2ccc([N+](=O)[O-])cc2)C(=O)O)cc1
  . | 0.3 | . | . | . | 0 | 1 | -22 | .
COc1cc(C)c(Cl)cc1S(=O)(=O)NCCCN1CCOCC1
  -0.1 | 1.5 | -4 | -0.2 | 5 | -31 | 4 | 12 | -7
CN(CCC#N)c1ccc(/C=C(\C#N)c2ccccn2)cc1
  2.5 | 3.6 | -6 | 1.1 | 7 | 4 | 12 | 19 | -12
CCC(CC)N=C1NS(=O)(=O)c2cc([N+](=O)[O-])ccc21
  2.1 | 1.7 | -12 | 1.1 | -6 | 2 | 10 | 7 | -3
NC(=O)COC(=O)c1ccccc1Oc1ccccc1
  -0.4 | 1.0 | 5 | 0.8 | -19 | -17 | 22 | 0 | -5
Cc1cc(Br)c(OCc2ccc(C(=O)N/N=C3\CC4CC=CC34)cc2)c(Br)c1 (stereo unspecified)
  0.2 | 0.6 | -10 | -0.1 | -11 | -10 | 14 | 2 | -2
CCOC(=O)N1CCC(NC(=O)CC2C(=O)NCCN2Cc2ccccc2)CC1 (stereo unspecified)
  2.3 | 0.8 | -3 | 0.1 | -8 | -10 | 20 | -19 | 3
O=C(c1ccco1)N1CCN(C(=O)C2CCCN(S(=O)(=O)c3cccc4nsnc34)C2)CC1 (stereo unspecified)
  0.5 | 4.0 | -15 | 2.4 | -2 | -30 | -9 | 9 | -6
COc1cccc(CN(CC(=O)NC2CCCCC2)C(=O)c2csnn2)c1
  0.8 | 0.2 | -15 | 0.3 | -6 | -15 | 7 | 1 | -13
C=CCCC(=O)N1CCC(CCC(=O)NC2CC2)CC1
  0.2 | 0.0 | 3 | 0.8 | -7 | -3 | -4 | -6 | -3
CCN(CC)CCNC(=O)c1nn(-c2ccc(C)cc2)c(=O)c2c1c1ccccc1n2C
  0.1 | -0.3 | -3 | 0.7 | -7 | 16 | -2 | 5 | -3
C=CCn1c(SCc2ccc3nonc3c2)nnc1-c1cccs1
  -0.2 | 0.6 | -21 | -1.1 | 1 | -6 | 18 | 2 | -9
Cc1nc2ccccc2nc(C)c1=NOCc1cccc(F)c1
  -0.8 | 1.1 | -14 | 1.0 | -11 | -11 | 13 | -17 | 1
CCOc1cccc2cc(C(N)=O)c(=N)oc12
  . | 1.0 | . | . | -9 | -5 | 1 | -12 | .
CC(C)N1CCC1(C)C(=O)Nc1cc(-c2ccccc2)nn1C (stereo unspecified)
  . | 0.4 | . | . | . | -7 | 20 | -5 | .
Cc1ccc2[nH]c3nc(N/N=C/c4cccc(O)c4)nnc3c2c1
  1.3 | 0.4 | 1 | 0.1 | 1 | -3 | 7 | 17 | -14
COc1ccc(S(=O)(=O)N(CCC(=O)O)Cc2ccccc2)cc1
  -0.3 | 3.1 | 0 | 1.4 | 0 | -5 | 5 | -10 | 5
O=C(Nc1cccc(Cl)c1)C1CCCCC1
  -1.3 | -0.8 | -11 | -1.6 | . | -10 | 10 | -3 | 7
CC1(C(=O)NC2CCCC2)CCC(=O)N1CCCn1ccnc1 (stereo unspecified)
  . | 0.2 | . | . | . | 10 | -5 | 2 | .
COc1ccccc1C(=O)NC(=S)NC12CC3CC(CC(C3)C1)C2
  0.6 | 0.3 | -6 | 0.4 | -3 | -2 | -7 | -31 | -4
CCOC(=O)c1c(NC(=O)CN2C(=O)C(=O)N(C(C)C)C2=O)sc(C)c1CC
  0.5 | 0.3 | -30 | -1.2 | . | -31 | 15 | -30 | -2
O=C(CCCCCN1C(=O)c2ccccc2C1=O)NCCc1nc2ccccc2[nH]1
  -0.7 | 2.3 | -28 | -2.9 | -9 | 6 | 2 | 37 | -15
COC/C=C/C1=CC2=CC(=O)C(C)(OC(=O)c3cnc4ccccc4n3)C(=O)C2=CN1CCN1CCOCC1 (stereo unspecified)
  0.5 | 0.5 | 2 | 0.5 | . | -14 | 10 | -12 | -9
CCn1cc(S(=O)(=O)c2ccc(Cl)cc2)c(=O)c2cc(OC)ccc21
  0.8 | 0.8 | -13 | -0.8 | -10 | -10 | -1 | 7 | 1
CCOc1ccc(CNC(=O)CCCN2C(=O)C(c3ccccc3)Oc3cccnc32)cc1 (stereo unspecified)
  -0.1 | 0.8 | -16 | -1.7 | -1 | -6 | 11 | 12 | -1
O=C(CC1C(=O)OCN1C(=O)OCc1ccccc1)OCC(=O)c1ccccc1 (stereo unspecified)
  0.5 | 0.4 | -10 | 1.2 | -6 | -1 | 12 | 27 | -5

Compound profiles, as listed above. Values in the order: V1R ag counter	M1 ag parental	CHO parental Ca	OXTR ag	GPR7 antag	CHO-K1 Ca antag	M1 PAM parental	TAAR1 antagonist	OXTR potentiate
COC/C=C/C1=CC2=CC(=O)C(C)(OC(=O)c3cnc4ccccc4n3)C(=O)C2=CN1CCN1CCOCC1 (stereo unspecified) is entered as 0.5	0.5	2	0.5	.	-14	10	-12	-9
CCOC(=O)c1c(NC(=O)CN2C(=O)C(=O)N(C(C)C)C2=O)sc(C)c1CC is entered as 0.5	0.3	-30	-1.2	.	-31	15	-30	-2
CCN(CC)CCNC(=O)c1nn(-c2ccc(C)cc2)c(=O)c2c1c1ccccc1n2C is entered as 0.1	-0.3	-3	0.7	-7	16	-2	5	-3

(cont.)
Fields: V1R ag counter | M1 ag parental | CHO parental Ca | OXTR ag | GPR7 antag | CHO-K1 Ca antag | M1 PAM parental | TAAR1 antagonist | OXTR potentiate
Cc1ccc(S(=O)(=O)N2CCOCC2)cc1NC(=O)Cn1nnc(-c2ccccc2)n1
  . | 1.4 | . | . | . | -5 | -12 | -10 | .
O=C1CCCCC1
  0.6 | 1.1 | -6 | 0.6 | . | -26 | 15 | -10 | 1
c1csc(C(c2nnnn2C2CCCC2)N2CCCC3(CCCCC3)C2)c1 (stereo unspecified)
  0.5 | -0.1 | -4 | -1.3 | 8 | 8 | 4 | -1 | -9
CN(CC(=O)NC1CC1)S(=O)(=O)c1ccc(F)cc1
  1.2 | 0.5 | -3 | 0.0 | -4 | -7 | 3 | 15 | -21
O=C(CCn1c(=O)c2ccccc2n(Cc2cc(=O)n3ccccc3n2)c1=O)NCc1ccco1
  0.7 | 1.9 | -18 | -0.5 | 8 | -4 | 5 | 0 | -3
COC(=O)[C@H]1C[C@H](OC(=O)Nc2cccs2)[C@@]2(O)CN(S(=O)(=O)c3ccc(C)cc3)CC2[C@H]1C(=O)OC (stereo partly specified)
  . | -0.1 | . | . | . | -11 | -7 | 3 | .
COC(=O)c1cc(Cl)c(NC(=O)c2ccc(F)cc2)cc1OC
  -0.9 | 0.1 | -22 | -1.8 | -6 | 4 | -6 | -5 | -8
CCn1cc(S(=O)(=O)N2CCCC2)cn1
  1.9 | 0.3 | -1 | 0.1 | -9 | -9 | 4 | -5 | -8
O=C(c1ccc(S(=O)(=O)c2ccc(Cl)cc2)cc1)N1CCOCC1
  0.8 | 4.3 | -10 | 0.7 | -2 | 2 | 2 | 15 | -9
COc1ccc(-c2cc(-c3ccccc3)nc(-c3ccc4c(c3)NC(=O)CO4)c2)cc1
  0.9 | 0.6 | -10 | -0.2 | -7 | -17 | 28 | 32 | -5
COc1ccc(C(O)c2nc(-c3cccc(C(F)(F)F)c3)cs2)cc1 (stereo unspecified)
  . | 1.6 | . | . | . | -11 | 12 | -21 | .
O=C(O)Cn1c(=O)c2c3c(sc2n(Cc2ccc(Cl)cc2Cl)c1=O)CCCC3
  . | 0.5 | . | . | -20 | -7 | -7 | 22 | .
CCOc1ccc(CCNC(=O)c2cccnc2N2CCCC2)cc1OCC
  -0.3 | 0.1 | -24 | -1.1 | -7 | -11 | 22 | -8 | 2
O=C1C(=Cc2cccc(F)c2)Cc2ccccc21
  . | 0.1 | . | . | . | -4 | 6 | -10 | .
COC(=O)C(C)Sc1nc2c(c(=O)n1-c1ccccc1)SCC2 (stereo unspecified)
  -1.2 | -0.4 | 4 | -3.0 | 11 | -1 | 7 | -1 | -13
